Assay outcomes from PubChem BioAssay.
CHT PAM = human CHT allosteric activation; Q9GZV3; CHT-expressing cells, membrane potential dye, choline EC20; active compounds read high; LV-AA mutant CHT in HEK293 cells; B-score at 10 µM; actives 0.49% (n = 310,000); AID 488977;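 active = initial fluorescence not abnormally high and integrated response B-score, plate-corrected, over 3 SD above library mean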
Target sequence (Q9GZV3 whole entry, looked up): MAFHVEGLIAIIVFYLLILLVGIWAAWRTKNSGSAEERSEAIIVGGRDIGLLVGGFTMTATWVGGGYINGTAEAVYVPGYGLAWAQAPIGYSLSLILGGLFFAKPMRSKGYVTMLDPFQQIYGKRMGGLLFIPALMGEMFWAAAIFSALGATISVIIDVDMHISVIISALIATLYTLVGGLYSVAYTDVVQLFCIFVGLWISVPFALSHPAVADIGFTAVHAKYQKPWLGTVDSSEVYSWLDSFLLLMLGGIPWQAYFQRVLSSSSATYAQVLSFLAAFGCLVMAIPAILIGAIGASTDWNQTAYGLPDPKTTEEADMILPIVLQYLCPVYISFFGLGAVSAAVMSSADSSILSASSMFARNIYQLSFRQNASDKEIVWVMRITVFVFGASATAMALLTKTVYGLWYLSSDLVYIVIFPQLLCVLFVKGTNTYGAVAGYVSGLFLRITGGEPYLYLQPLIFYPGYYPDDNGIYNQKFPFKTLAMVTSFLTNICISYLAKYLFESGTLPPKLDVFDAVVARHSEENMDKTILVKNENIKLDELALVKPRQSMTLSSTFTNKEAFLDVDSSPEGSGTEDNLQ
CHT inh = inhibits the human high affinity choline transporter | Q9GZV3 | CHT-expressing cells, membrane potential dye, choline response; active compounds read low | actives 0.86% (n = 310,000) | B-score at 10 µM;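 active = B-score over 3 SD under the library average, and starting fluorescence ratio not unusually high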;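 also: choline stimulus applied at its EC90 after an EC20 pre-addition; B-score computed on integrated fluorescence ratio after choline addition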
STK33 inh = human STK33 kinase inhibition; Q9BYT3; purified STK33, MBP phosphorylation, ADP-Glo luminescence; inhibition, % at 10 µM; actives 0.073% (n = 320,000); AID 2661;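 active = inhibition at or above 25%, using the most active replicate where run in duplicate; inactive = inhibition below 25%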
Target sequence (Q9BYT3 whole entry, looked up): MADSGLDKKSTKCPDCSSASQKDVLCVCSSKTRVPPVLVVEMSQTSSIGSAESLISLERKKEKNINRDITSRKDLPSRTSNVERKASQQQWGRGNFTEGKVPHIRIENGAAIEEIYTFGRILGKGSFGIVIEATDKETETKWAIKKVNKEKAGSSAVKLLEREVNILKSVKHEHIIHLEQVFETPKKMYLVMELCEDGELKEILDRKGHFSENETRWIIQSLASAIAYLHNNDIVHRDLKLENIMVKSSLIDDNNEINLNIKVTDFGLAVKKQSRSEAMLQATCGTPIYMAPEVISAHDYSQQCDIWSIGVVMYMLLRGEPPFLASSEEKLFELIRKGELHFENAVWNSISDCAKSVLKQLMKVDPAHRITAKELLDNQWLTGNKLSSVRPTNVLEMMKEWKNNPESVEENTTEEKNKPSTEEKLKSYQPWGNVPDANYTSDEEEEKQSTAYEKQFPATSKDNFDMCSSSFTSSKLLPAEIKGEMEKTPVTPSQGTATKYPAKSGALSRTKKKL
An asterisk follows results filed as active; i = inactive.

SMILES	CHT PAM	CHT inh	STK33 inh
CC(C(=O)NCCN1CCOCC1)c1ccc([N+](=O)[O-])cc1 (stereo not drawn)	i	i	-2.0
COc1cnc(-c2ccccc2)c(-c2ccccc2)n1	i	i	0.7
Cc1ccc(CN=C2NC(=O)C(CC(=O)NCCc3ccccc3)S2)cc1 (stereo not drawn)	i	i	-1.2
COc1cc(C(c2c(C)[nH][nH]c2=O)c2c(C)[nH][nH]c2=O)ccc1OCc1ccc([N+](=O)[O-])cc1	i	i	0.2
O=C(Nc1nc(-c2ccc(S(=O)(=O)N3CCCC3)cc2)cs1)C1COc2ccccc2O1 (stereo not drawn)	i	i	-2.6
COc1ccc(C2=COc3ccccc3C(=O)N2)cc1	i	i	0.2
CC1(C(=O)O)COC(c2ccc([N+](=O)[O-])cc2)OC1 (stereo not drawn)	i	i	-0.9
COc1cc2c(cc1O)CC[C@@H]1[C@@H]2CC[C@]2(C)[C@@H](O)CC[C@@H]12	i	i	0.0
CCc1ccc(NC(=O)Cn2nc(C)c([N+](=O)[O-])c2C)cc1	i	i	-0.5
CN1C(=O)CC(c2ccccc2)C1=O (stereo not drawn)	i	i	-1.2
C=CCN1c2ccccc2[C@]23C[C@@H](C(=O)OC)N(C(C)=O)C2=NC(C(=O)OC)=C(C(=O)OC)[C@H]13	i	i	0.4
CC(=O)NN1C(=O)/C(=C\c2ccc(O)cc2)SC1=S	i	i	1.0
CCN(CC)C(=O)CN(C)S(=O)(=O)c1cccc2nsnc12	i	i	-1.8
Cc1ccc(-c2ccc(=O)n(CC(=O)Nc3cccc(C(=O)N4CCN(C)CC4)c3)n2)cc1	i	i	-0.6
Cc1ccc(S(=O)(=O)N(C)C)cc1NC(=O)Nc1ccccc1F	i	i	-0.5
O=C(COC(=O)c1c2ccccc2cc2ccccc12)Nc1ncc(C(F)(F)F)cc1Cl	i	i	-0.1
Cc1nc(SCC(=O)N(C)Cc2ccco2)c2c(C)c(C)sc2n1	i	i	0.2
Cc1ccc(S(=O)(=O)Cc2nnnn2-c2ccccc2)cc1	i	i	0.6
O=C(O)CSCC(=O)N(Cc1ccccc1)c1nc(-c2ccccc2)c(-c2ccccc2)s1	i	i	0.7
Cc1ccc(CNC(=O)CSc2c3c(nc4cc(Cl)ccc24)CCCC3)o1	i	i	0.1
Nn1c(SCc2c(F)cccc2F)nnc1-c1ccccn1	i	i	-1.9
O=C(CSc1nnc2ccccn12)N1CCc2ccccc2C1	i	i	-0.1
Cc1cc2c(cc1C)CSC(c1ccccc1OC(=O)C(C)(C)C)SC2	i	i	-1.8
OC(CNCC1CCCO1)Cn1c2ccc(Br)cc2c2cc(Br)ccc21 (stereo not drawn)	i	i	-3.7
CN(C)C(=O)C#Cc1ccccc1	i	i	-1.6

More entries:
SMILES	CHT PAM	CHT inh	STK33 inh
COc1cccc(C(=O)Oc2ccc(/C=N/NC(=O)c3ccncc3)cc2OC)c1	i	i	-0.1
Cc1ccc(C(=O)NCC(=O)NCC(=O)OCC(=O)c2ccc([N+](=O)[O-])cc2)cc1	i	i	1.2
CC1CC(C)CN(S(=O)(=O)c2cccc(C(=O)OCCN3CCCC3=O)c2)C1 (stereo not drawn)	i	i	0.3
CCC(=O)Nc1nnc(-c2ccncc2)s1	i	i	0.8
Cc1ccc(S(=O)(=O)N2CCCCC2C(=O)N(C)c2ccccc2)cc1 (stereo not drawn)	i	i	-2.2
O=C(CCNC(=O)c1ccccc1Cl)NCC(c1ccco1)N1CCCC1 (stereo not drawn)	i	i	-0.8
O=C(CSc1cccc[n+]1[O-])NN(c1ccccc1)c1ccccc1	i	i	0.8
NC(=O)C1CCN(C(=O)CC2(CC(=O)O)CCCCC2)CC1	i	i	-1.5
CCNCc1cc(OCC)c(OCC(=O)NCCc2ccccc2)cc1Cl	i	i	-0.6
COc1ccc(CC(=O)Nc2ccccc2NC(=O)c2ccco2)cc1OC	i	i	-2.3
Cc1cccc2nc(=S)n(C(=O)c3ccco3)n12	i	i	-0.4
CN(C)c1nc(N(C)C)n(Cc2c(Cl)cccc2Cl)n1	i	i	-0.3
Cc1c(NS(=O)(=O)c2ccccc2)c(=O)n(-c2ccccc2)n1C	i	i	-1.9
Cc1cccc(N2CCN(C(=O)CCN3C(=O)C4C5C=CC(C5)C4C3=O)CC2C)c1 (stereo not drawn)	i	i	-1.3
CCC(C)NC(=O)COc1ccccc1[N+](=O)[O-] (stereo not drawn)	i	i	0.1
CCC1(c2ccccc2)NC(=O)N(CC(=O)Nc2ccccc2C(=O)N2CCCCC2)C1=O (stereo not drawn)	i	i	-0.4
COc1ccccc1-c1ccc(SCc2ccccc2)nn1	i	i	-3.7
O=S(=O)(NCCN1CCOCC1)c1cc(Cl)c(Cl)cc1Cl	i	i	-0.5
Clc1ccc(-c2csc(N3CCSCC3)n2)cc1	i	i	0.9
C=CCc1c(C)nc2cc(-c3ccc(C)cc3)[nH]n2c1=O	i	i	-0.6
CC(=O)Nc1cccc(NC(C)=O)n1	i	i	6.3
Cc1ccc(-c2cn(CCN)c(-c3ccc(Cl)nc3)n2)cc1	i	i	-0.7
Brc1ccc(CSc2ncnc3nc[nH]c23)cc1	i	i	0.6
CC(OC(=O)C1CC1C)C(=O)Nc1ncc(Cl)cc1Cl (stereo not drawn)	i	i	-1.6
N#CC1=C(N)OC2=C(CCc3ccccc32)C1c1ccccc1 (stereo not drawn)	i	i	-0.2

(listing goes on)
SMILES	CHT PAM	CHT inh	STK33 inh
CC(C)(C)c1ccc(C(=O)c2c[nH]c(C(=O)NCc3cccnc3)c2)cc1	i	i	-0.1
CCN1CCN(c2cc(C)c3cc(NC(=O)c4cnccn4)ccc3n2)CC1	i	i	0.1
O=C(COC(=O)c1cc([N+](=O)[O-])ccc1N1CCOCC1)Nc1c(Cl)cccc1C(F)(F)F	i	i	-0.7
CCOC(=O)CC(NC(=O)Cn1nnc(-c2ccccc2F)n1)c1ccccc1Cl (stereo not drawn)	i	i	1.2
C=CCN1C(=O)CSc2ccc(C(=O)NCc3ccc(F)cc3)cc21	i	i	1.9
CC(=O)c1cc2ccc(O)cc2oc1=O	i	i	0.0
Cc1ccc(NC(=O)COC(=O)C2CCC2)cc1S(=O)(=O)N1CCCCC1	i	i	-0.7
COC(=O)C1CCN(C(=O)COc2ccc(Cl)cc2)CC1	i	i	-5.8
COC(=O)[C@H](Cc1ccccc1)NC(=O)c1cc(COc2c(F)cccc2F)on1	i	i	-0.6
Cc1ccccc1NC(=O)C1CC(=O)N(c2ccccc2F)C1 (stereo not drawn)	i	i	-0.5
Cc1ccc(C)c(CN2C(=O)C(C)Oc3ccc(C)cc32)c1 (stereo not drawn)	i	i	-0.1
Cn1c(NC(=S)Nc2ccccc2)nc2ccccc21	i	i	-2.0
CC(C)(C)C1CCC(=NNc2ncc(C(F)(F)F)cc2Cl)CC1 (stereo not drawn)	i	i	4.1
Cc1ccc(CN2CCN(/N=C/c3ccc(N(C)C)cc3)CC2)cc1	i	i	-2.2
Cc1ccn(CC(=O)N/N=C/c2cc([N+](=O)[O-])ccc2O)n1	i	i	0.7
COc1ccc(C2c3ccsc3CCN2C(=O)C(C)(C)C)cc1 (stereo not drawn)	i	i	-1.0
COc1ccccc1NC(=O)Cn1c(C)cc(=O)c2cccc(OC)c21	i	i	-0.1
Cc1ccc(NC(=O)COc2ccccc2[N+](=O)[O-])nc1	i	i	0.0
CCCOC(=O)c1ccc(NC(=O)c2nc3nc(C)cc(C)n3n2)cc1	i	i	-0.7
CCCC1CCC(C(=O)Nn2cnc3ccccc3c2=O)CC1 (stereo not drawn)	i	i	-1.3
Cc1cc2nc3n(c2cc1C)CC1CC(C(=O)NCC2CC2)N(C)C31 (stereo not drawn)	i	i	-3.7
CCCc1cc(=O)n2[nH]c(NCc3ccc(Cl)cc3Cl)nc2n1	i	i	0.0
Cc1ccccc1OCC(=O)Nc1ccc(C(N)=O)cc1	i	i	-1.0
CC(C)(C)NC(=O)C(c1ccncc1)N(C(=O)CNC(=O)c1ccco1)c1ccc2c(c1)OCO2 (stereo not drawn)	i	i	-0.2
O=C(Nc1cccc(C(=O)N2CCN(c3ccccc3)CC2)c1)c1ccco1	i	i	-0.1

Some entries already given, showing only CHT inh and CHT PAM:
Molecule | CHT inh | CHT PAM
Brc1ccc(CSc2ncnc3nc[nH]c23)cc1 | i | i
CC(OC(=O)C1CC1C)C(=O)Nc1ncc(Cl)cc1Cl (stereo not drawn) | i | i
N#CC1=C(N)OC2=C(CCc3ccccc32)C1c1ccccc1 (stereo not drawn) | i | i
CC(C)(C)c1ccc(C(=O)c2c[nH]c(C(=O)NCc3cccnc3)c2)cc1 | i | i

More records.
SMILES	CHT PAM	CHT inh	STK33 inh
Cc1cc(C(=O)Cn2nc(C(=O)O)c3ccccc3c2=O)c(C)n1-c1ccc(OC(F)F)cc1	i	i	-0.8
Cc1nnc(NC(=O)c2ccc3ccccc3c2)s1	i	i	-0.5
Cc1nc(N2CCN(S(=O)(=O)c3ccccc3C#N)CC2)c2c(-c3cccs3)csc2n1	i	i	-1.9
CC(=O)Nc1ccccc1-c1nc2ccc(C(=O)N3CCN(c4ccccc4)CC3)cc2[nH]c1=O	i	i	0.6
Cc1nc2ccccc2n1C(C)c1ccccc1 (stereo not drawn)	i	i	-0.2
COc1ccc(NC(=O)CSc2nnc(NC(=O)c3ccc(S(=O)(=O)N4CCOCC4)cc3)s2)cc1	i	i	-0.7
O=C(CCc1ccccc1)NC(=S)Nc1cc(C(F)(F)F)ccc1N1CCOCC1	i	i	-0.8
Cc1nnsc1C(=O)Nc1ccc(S(=O)(=O)N2CCCCC2C)cc1 (stereo not drawn)	i	i	-0.7
CCOC(=O)C1=C(C)NC(C)=C(C(=O)OCC)C1C	i	i	-0.8
CCc1nnc(SCc2cn3c(C)cc(C)nc3n2)n1N	i	i	1.1
COC(=O)c1cc(-c2c(-c3cc(OC)c(OC)c(OC)c3)noc2C)cc([N+](=O)[O-])c1	i	i	0.9
COc1ccc(N(C(C)C(=O)NN=C2CCCCCCC2)S(C)(=O)=O)cc1 (stereo not drawn)	i	i	-1.0
Cc1ccc(-c2nc3cc(N)ccc3o2)cc1Br	i	i	-1.4
Cc1cc(C=O)c(C)n1-c1ccc(Cl)c(C(=O)O)c1	i	i	-0.8
CC(C)CC(=O)NC(=S)Nc1ccc(NC(=O)c2ccco2)cc1	i	i	-0.5
Cc1ccc(NCC(=O)N/N=C\c2ccc[nH]2)cc1	i	i	-1.1
Cc1cccc(NC(=O)N2CCCCCC2)c1	i	i	-1.7
COc1ccc(OC)c(CC(NC(C)=O)C(=O)NC2CCN(S(=O)(=O)c3ccc(NC(C)=O)cc3)CC2)c1 (stereo not drawn)	i	i	-1.6
O=C(O)c1ccc(Nc2nc3ccc(Cl)cc3[nH]2)cc1	i	i	10.7
Cc1ccc(NC(=S)N2CCN(c3ccccn3)CC2)c(C)c1	i	i	-0.4
O=[N+]([O-])c1ccc(Sc2nccn2Cc2ccccc2)cc1	i	i	-2.2
COc1ccc(-c2nn(-c3ccccc3)cc2/C=N/O)cc1OC	i	i	2.8
COc1cc(NC(=O)c2ccc(F)cc2)c(OC)cc1NC(=O)CN1CCOCC1	i	i	1.4
CCCS(=O)(=O)N1CCN=C1SCc1cccnc1	i	i	0.2
COC(=O)c1sccc1NC(=O)CN(C)NS(=O)(=O)c1ccc(F)cc1	i	i	0.6

More results
SMILES	CHT PAM	CHT inh	STK33 inh
O=C(O)c1cc([N+](=O)[O-])ccc1NCc1cccnc1	i	i	-1.5
Cc1nn(CCC(=O)NNC(=S)Nc2cccc(Cl)c2)c(C)c1[N+](=O)[O-]	i	i	0.3
CCOc1ccc(C(=O)NCC(=O)N2CCCCCCC2)cc1OCC	i	i	-0.3
COc1ccc(/C(C)=N/NC2=NCCN2)cc1Cl	i	i	-1.8
CC(=O)c1nnn(-c2ccccc2C#N)c1C	i	i	-0.7
Cc1nnc(NC(=O)C23CC4CC(C)(CC(C)(C4)C2)C3)s1	i	i	-1.5
O=C(c1cccc(F)c1)N1CCN(c2cc(N3CCCCC3)c(F)cc2[N+](=O)[O-])CC1	i	i	-1.5
Cc1cc(NC(=O)c2coc(=O)c(Br)c2)ccc1C(C)C	i	i	-0.9
CC(O)CNC12CC3CC(CC(C3)C1)C2 (stereo not drawn)	i	i	0.0
COc1ccc(NC(=O)C(=O)NCCC2=CCCCC2)c(OC)c1	i	i	-3.5
Cc1ccc(-n2ncc(Cl)c2C(=O)NCc2ccccc2)cc1	i	i	-2.3
Cc1ccc(C(=O)NC(C)c2ccc(-n3ccnc3)cc2)cc1S(=O)(=O)N1CCOCC1 (stereo not drawn)	i	i	1.0
N=C1/C(=C/c2ccc(-c3cccc(C(=O)O)c3)o2)C(=O)N=C2SC=C(c3ccccc3)N12	i	i	0.0

Grouped by structure, the compounds so far containing two or more sulfur atoms.
SMILES	CHT PAM	CHT inh	STK33 inh
O=C(Nc1nc(-c2ccc(S(=O)(=O)N3CCCC3)cc2)cs1)C1COc2ccccc2O1 (stereo not drawn)	i	i	-2.6
CC(=O)NN1C(=O)/C(=C\c2ccc(O)cc2)SC1=S	i	i	1.0
CCN(CC)C(=O)CN(C)S(=O)(=O)c1cccc2nsnc12	i	i	-1.8
Cc1nc(SCC(=O)N(C)Cc2ccco2)c2c(C)c(C)sc2n1	i	i	0.2
O=C(O)CSCC(=O)N(Cc1ccccc1)c1nc(-c2ccccc2)c(-c2ccccc2)s1	i	i	0.7
Cc1cc2c(cc1C)CSC(c1ccccc1OC(=O)C(C)(C)C)SC2	i	i	-1.8
Clc1ccc(-c2csc(N3CCSCC3)n2)cc1	i	i	0.9
Cc1nc(N2CCN(S(=O)(=O)c3ccccc3C#N)CC2)c2c(-c3cccs3)csc2n1	i	i	-1.9
COc1ccc(NC(=O)CSc2nnc(NC(=O)c3ccc(S(=O)(=O)N4CCOCC4)cc3)s2)cc1	i	i	-0.7
Cc1nnsc1C(=O)Nc1ccc(S(=O)(=O)N2CCCCC2C)cc1 (stereo not drawn)	i	i	-0.7
CCCS(=O)(=O)N1CCN=C1SCc1cccnc1	i	i	0.2
COC(=O)c1sccc1NC(=O)CN(C)NS(=O)(=O)c1ccc(F)cc1	i	i	0.6
